Bioassay records deposited in PubChem BioAssay by several laboratories.
Shn3 inh set2 – reduces Shn3 3'UTR luciferase signal in osteoblasts; Clone20 osteoblast Shn3 3'UTR firefly luciferase, 24 h; inhibition, % at 12.5 µM; hit rate 0.52% among 360,000; AID 588674;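 active = mean inhibition of at least 75% with every replicate also reaching 75%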;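 note: 0% = median of neutral control wells and 100% = pilot-screen positive control compound; some compounds past the cut are filed as inactive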
C8 TRAIL sens – caspase-8 TRAIL sensitization | NB7+C8 cells + TRAIL, ATPlite viability luminescence | inhibition (viability loss, TRAIL sensitization), % at 10 µM | hit rate 1% among 360,000 | AID 624354;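 active = compounds causing at least 50% loss of cell viability in the single-dose screen, relative to plate controls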
CF NFkB block – blocks PAF-induced NF-kB reporter in cystic fibrosis cells; KKLEB NF-kB-GFP reporter, GFP fluorescence overnight; inhibition, % at 5 µM; hit rate 0.86% among 360,000;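 active = at least 50% inhibition at 5 µM, scaled per plate between neutral and stimulator controls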;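 note: PAF is a Pseudomonas aeruginosa culture filtrate used as stimulus; plate controls were PAF-stimulated DMSO wells for no effect and unstimulated DMSO wells for full effect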
SRC3 inh – inhibitors of human steroid receptor coactivator 3 (SRC3); Q9Y6Q9; HEK293 GAL4-SRC3 luciferase reporter, luminescence; inhibition, % at 3.6 µM; hit rate 0.17% among 360,000;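 active = inhibition above a per-campaign cutoff, the mean of all compounds plus 3 SD, cut at about 60% in these data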;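 note: 0% = DMSO-treated cells and 100% = gossypol-treated cells at 36 µM; higher means less SRC3-driven luciferase light from the GAL4 reporter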
KKLEB cytotox – counter-screen for CF NF-kB inhibitors: cytotoxicity; KKLEB CF airway cells viability, ATPlite luminescence, overnight; hits give low values; cells stimulated with P. aeruginosa culture filtrate; activity change (cytotoxicity), % at 5 µM; hit rate 0.36% among 360,000; AID 602141;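 active = corrected activity change at or below -50% at 5 µM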
NR5A2 inv ag – NR5A2 inverse agonism in reporter assay; O00482; HEK293T StAR-luciferase reporter, LRH-1 transfected, 24 h; inhibition, % at 3.6 µM; hit rate 0.13% among 360,000; AID 602396;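 active = inhibition above the mean inhibition of all tested compounds plus 3 SD, cut at about 73% in these data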;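 note: 0% = DMSO wells and 100% = reporter-only cells lacking LRH-1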
Target sequence (O00482 whole entry, looked up): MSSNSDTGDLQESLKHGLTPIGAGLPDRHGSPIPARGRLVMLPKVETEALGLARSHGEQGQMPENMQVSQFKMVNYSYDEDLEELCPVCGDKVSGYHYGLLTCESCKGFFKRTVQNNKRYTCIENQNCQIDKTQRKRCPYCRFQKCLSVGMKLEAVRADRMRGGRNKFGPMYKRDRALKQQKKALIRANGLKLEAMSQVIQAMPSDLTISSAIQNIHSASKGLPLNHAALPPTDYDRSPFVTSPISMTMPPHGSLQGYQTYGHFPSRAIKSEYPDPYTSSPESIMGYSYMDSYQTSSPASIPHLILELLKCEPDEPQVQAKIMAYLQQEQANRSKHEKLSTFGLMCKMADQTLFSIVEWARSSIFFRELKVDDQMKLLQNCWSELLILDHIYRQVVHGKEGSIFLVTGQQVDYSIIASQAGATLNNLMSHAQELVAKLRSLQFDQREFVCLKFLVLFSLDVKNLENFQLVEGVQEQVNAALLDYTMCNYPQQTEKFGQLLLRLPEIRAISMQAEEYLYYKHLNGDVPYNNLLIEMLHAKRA
TWEAK-Fn14 inh – TWEAK-Fn14 signaling inhibition | TWEAK-stimulated Fn14 reporter cells, luciferase luminescence, 8 h | inhibition, % at 10 µM | hit rate 2% among 360,000; in the data active = inhibition above about 50%
SRC1 inh – inhibits human SRC1 coactivator; Q15788; HEK293 GAL4-SRC1 luciferase reporter, luminescence; inhibition, % at 3.6 µM; hit rate 0.12% among 360,000;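 active = inhibition above the campaign mean plus 3 SD, with each screening campaign given its own cutoff, cut at about 60% in these data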;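 note: 0% = DMSO treated cells and 100% = gossypol at 36 µM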
LMP1 NFkB inh – inhibitors of Epstein-Barr LMP1-induced NF-kappaB reporter; LMP1-induced NF-kappaB luciferase reporter cells, luminescence; inhibition, % at 12.5 µM; hit rate 0.69% among 350,000; AID 504558; in the data active = inhibition above about 41%;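 note: 0% = neutral control wells and 100% = reference inhibitor control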
TROY NFkB inh – TROY signaling inhibition; Q293 LMP1-TROYcd NF-kB luciferase reporter, 4 h; inhibition, % at 10 µM; hit rate 0.98% among 360,000; AID 1347056;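 active = compounds whose plate-normalised and pattern-corrected inhibition of the luciferase reporter signal at the single screening dose is 50% or more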
COUP-TFII inh – blocks human COUP-TFII nuclear receptor | P24468 | inhibition, % at 8.6 µM | hit rate 0.7% among 370,000 | AID 686940 | HEK293T NGFI-A luciferase reporter, luminescence;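 active = inhibition above a per-plate cutoff, mean inhibition of test wells between control levels plus 3 SD, cut at about 38% in these data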;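 note: cells cotransfected with COUP-TFII expression vector driving the NGFI-A reporter; 0% = median of COUP-TF2 test wells and 100% = reporter-only cells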
Target sequence (P24468 whole entry, looked up): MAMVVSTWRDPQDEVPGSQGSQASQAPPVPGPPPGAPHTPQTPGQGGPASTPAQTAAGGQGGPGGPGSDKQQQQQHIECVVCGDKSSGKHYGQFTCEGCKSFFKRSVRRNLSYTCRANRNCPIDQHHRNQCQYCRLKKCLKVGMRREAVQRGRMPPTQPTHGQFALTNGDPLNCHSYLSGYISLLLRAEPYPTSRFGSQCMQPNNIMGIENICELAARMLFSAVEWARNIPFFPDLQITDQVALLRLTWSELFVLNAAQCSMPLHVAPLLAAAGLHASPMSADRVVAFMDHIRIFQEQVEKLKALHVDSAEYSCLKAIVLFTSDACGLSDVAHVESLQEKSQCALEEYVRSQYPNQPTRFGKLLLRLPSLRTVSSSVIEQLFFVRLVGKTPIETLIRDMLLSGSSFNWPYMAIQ
Starred values were filed as active, the others as inactive; . = not tested or not shown.

SMILES	TWEAK-Fn14 inh	COUP-TFII inh	KKLEB cytotox	Shn3 inh set2	SRC3 inh	TROY NFkB inh	NR5A2 inv ag	LMP1 NFkB inh	CF NFkB block	SRC1 inh	C8 TRAIL sens
CC[C@H]1CC2CN3CCc4c([nH]c5cc(OC)ccc45)[C@](C(=O)OC)(C2)[C@H]13	22	.	-10	14	10	-9	-8	.	5	6	13
O=C(Nc1ccccc1OC(=O)N1CCOCC1)N1CCOCC1	6	16	-4	2	21	-11	-18	-2	3	-30	-2
O=c1[nH]c(O)c(C=Nc2ccccc2Oc2ccccc2)c(=O)[nH]1	-27	-1	-15	-11	21	-36	18	4	22	2	-13
CC(Cc1ccccc1)NC(=O)/C=C/c1ccc(Cl)cc1 (stereo not drawn)	-6	-5	5	-13	8	-43	-17	-12	-6	-25	4
CCOC(=O)c1ccc(N=C(C)c2c(O)[nH]c(=O)[nH]c2=O)cc1	11	-13	-7	12	-5	-4	-11	5	4	-7	1
O=c1c2ccccc2nc(-c2ccco2)n1-c1nccs1	17	-8	-2	6	23	18	28	-4	19	-6	14
CC(C)Oc1cccc(C(=O)C2CCCN(Cc3ccon3)C2)c1 (stereo not drawn)	-5	-7	4	-6	-13	-44	-2	-12	0	-25	-4
C=CCNC(=S)/N=C/c1c(O)[nH]c(=O)[nH]c1=O	9	-11	4	8	-9	-4	6	-7	-8	-1	2
CN(CC=CCN(C)P(=S)(N1CC1)N1CC1)P(=S)(N1CC1)N1CC1	7	2	16	17	-14	-6	15	14	-15	11	15
CCC1C(C#N)=C(N)Oc2c1c(=O)oc1ccccc21 (stereo not drawn)	17	6	6	-4	4	-8	1	-10	-16	-4	-10
COC(=O)C1=C(c2ccc(OC(F)(F)F)cc2)C[C@@H]2CC[C@H]1N2C(=O)NCc1cccc2ccccc12	10	3	-29	23	21	4	-5	12	25	15	16
CC(C)Oc1ccc(CCN)cc1Cl	10	-10	-18	-4	25	10	2	-6	11	5	-8
CCCC(C)C1(CC)C(=O)NC(=Nc2ccccc2)NC1=O (stereo not drawn)	2	13	8	4	2	-19	-1	-23	-15	5	9
O=P(Nc1c(Cl)cccc1Cl)(c1ccccc1)c1nc2c(s1)CCCC2 (stereo not drawn)	13	.	7	-5	0	-5	-2	1	-21	6	14
CN1CCCN(C(=O)COc2cccc(C(F)(F)F)c2)CC1	0	-15	12	11	12	-5	-3	0	-3	-81	-43
Cc1cc(C)cc(N2C(=O)/C(=C\c3ccc(N4CCN(C)CC4)o3)C(=O)NC2=S)c1	-11	-25	5	4	-15	17	-10	.	-2	3	-2
CCNc1cc(N2CCN(C)CC2)ccc1[N+](=O)[O-]	2	-4	-5	-10	20	4	30	5	7	-1	0
CN(C)c1ccc2c(c1)N=C(c1ccco1)OP2(=S)N1CCOCC1 (stereo not drawn)	-11	-19	-3	-15	-19	-52	1	-34	14	-38	-2
CC(=O)OC1C(=O)OCC23CCC4(C)OC4C2OC2CC(OC(=O)C=CC=CC(=O)OCCC1C)C3(C)C21CO1 (stereo not drawn)	99*	89*	-55*	94*	93*	84*	98*	81*	93*	96*	64*
C[C@]12CCC(=O)C=C1CC[C@@H]1[C@@H]2C(=O)C[C@]2(C)C(=O)CC[C@@H]12	-12	-7	-27	-15	-9	-16	6	-1	16	6	16
COc1ccc(-c2nn(CCC#N)cc2C(=O)Nc2ccccc2Br)cc1	-5	0	1	5	1	11	5	-11	7	-9	7
CCOC(=O)[C@]12Cc3cc(C)ccc3[C@H]1N(Cc1ccccc1)C(=O)c1cc(F)c(F)cc12	37	18	.	.	.	15	23	.	.	.	21
O=Cc1cn(Cc2ccc([N+](=O)[O-])cc2)c2ccccc12	3	-16	-5	15	11	-1	14	10	-8	0	14
O=C(/C=C/c1ccc(Cl)cc1)NC(=S)N1C[C@H]2C[C@H](C1)c1cccc(=O)n1C2	-11	-1	-8	-8	2	-24	0	-6	9	-13	-6
O=C1NC(=O)N(Cc2ccc(F)cc2)C(=O)/C1=C\c1ccoc1	-1	9	-9	-8	16	15	-4	3	4	11	4
COCCNC(=O)N1[C@H]2CC[C@@H]1C(C(=O)OC)=C(c1ccc(-c3ccccc3)c(F)c1)C2	16	50*	-12	24	26	6	25	17	6	21	22
Cc1c(N=Nc2c(O)n(Cc3ccccc3)c(=O)[nH]c2=O)c(=O)n(-c2ccccc2)n1C	-27	7	9	76	15	3	29	10	-21	6	4
COC(=O)CCCCC1SCC(NC(=O)c2ccccc2)C1Cl (stereo not drawn)	13	13	-23	0	-5	11	3	0	7	5	-10
COc1ccccc1CN1CCN(C(=O)COc2ccc3ccccc3c2)CC1	0	-14	-1	-3	9	-1	3	-7	2	-1	8
CCC(=O)OC1(c2ccccc2)C(C)CN(C)CC1C (stereo not drawn)	5	-6	-5	-7	23	11	5	-2	8	12	-5

A run of entries taken from the entries so far, as a working copy:
SMILES	TWEAK-Fn14 inh	COUP-TFII inh	KKLEB cytotox	Shn3 inh set2	SRC3 inh	TROY NFkB inh	NR5A2 inv ag	LMP1 NFkB inh	CF NFkB block	SRC1 inh	C8 TRAIL sens
C[C@]12CCC(=O)C=C1CC[C@@H]1[C@@H]2C(=O)C[C@]2(C)C(=O)CC[C@@H]12	-12	-7	-27	-15	-9	-16	6	-1	16	6	16
COc1ccc(-c2nn(CCC#N)cc2C(=O)Nc2ccccc2Br)cc1	-5	0	1	5	1	11	5	-11	7	-9	7
CCOC(=O)[C@]12Cc3cc(C)ccc3[C@H]1N(Cc1ccccc1)C(=O)c1cc(F)c(F)cc12	37	18	.	.	.	15	23	.	.	.	21
O=Cc1cn(Cc2ccc([N+](=O)[O-])cc2)c2ccccc12	3	-16	-5	15	11	-1	14	10	-8	0	14
O=C(/C=C/c1ccc(Cl)cc1)NC(=S)N1C[C@H]2C[C@H](C1)c1cccc(=O)n1C2	-11	-1	-8	-8	2	-24	0	-6	9	-13	-6
O=C1NC(=O)N(Cc2ccc(F)cc2)C(=O)/C1=C\c1ccoc1	-1	9	-9	-8	16	15	-4	3	4	11	4
COCCNC(=O)N1[C@H]2CC[C@@H]1C(C(=O)OC)=C(c1ccc(-c3ccccc3)c(F)c1)C2	16	50*	-12	24	26	6	25	17	6	21	22
Cc1c(N=Nc2c(O)n(Cc3ccccc3)c(=O)[nH]c2=O)c(=O)n(-c2ccccc2)n1C	-27	7	9	76	15	3	29	10	-21	6	4
COC(=O)CCCCC1SCC(NC(=O)c2ccccc2)C1Cl (stereo not drawn)	13	13	-23	0	-5	11	3	0	7	5	-10
COc1ccccc1CN1CCN(C(=O)COc2ccc3ccccc3c2)CC1	0	-14	-1	-3	9	-1	3	-7	2	-1	8

Remaining list, next part:
SMILES	TWEAK-Fn14 inh	COUP-TFII inh	KKLEB cytotox	Shn3 inh set2	SRC3 inh	TROY NFkB inh	NR5A2 inv ag	LMP1 NFkB inh	CF NFkB block	SRC1 inh	C8 TRAIL sens
CCC(=NCCc1c[nH]c2ccccc12)c1c(O)n(C)c(=O)n(C)c1=O	39	47*	-9	62	10	31	18	3	0	14	19
CC(N=Cc1c(O)[nH]c(=O)[nH]c1=O)c1ccccc1 (stereo not drawn)	-9	0	8	10	19	-3	-16	-3	-6	-10	8
CC1N=C(c2ccccc2Cl)c2cc(Br)ccc2NC1=O (stereo not drawn)	18	20	-3	19	-6	-23	13	-1	1	-18	-25
CCOC(=O)[C@]12Cc3cc(OC)ccc3[C@H]1N(Cc1ccccc1)C(=O)c1cc(OC)ccc12	22	-3	.	.	.	16	13	.	.	.	13
O=C1C2CC(CN3CCCCC23)C2CCCCN12 (stereo not drawn)	5	-5	-9	-6	12	-13	10	.	-10	-5	-17
Cn1nccc1C(=O)N1CCC2(CC1)OCCO2	-5	15	12	-3	3	1	-6	8	-8	3	7
CCN(CC)C(=O)c1ccc(NC(=O)c2cccc(S(=O)(=O)N3CCN(C)CC3)c2)cc1	2	0	9	2	13	3	7	-3	-10	-5	-6
COC(=O)C1=C(c2ccc(C(C)=O)cc2)C[C@@H]2CC[C@H]1N2C(=O)N1CCCC1	8	-9	-8	-9	6	7	14	1	4	-4	-11
C=C1C2C[C@H](O)C(C)(C)[C@@]2(O)[C@H](O)C[C@]23C[C@@](C)(O)[C@H](CC[C@H]12)[C@H]3OC(C)=O (stereo partly drawn)	1	0	-1	-19	7	10	12	-1	6	-7	-11
COC(=O)C1=C(c2ccc(-c3ccccc3)c(F)c2)C[C@@H]2CC[C@H]1N2C(=O)NCCOc1ccccc1Cl	34	-1	-17	24	-9	10	18	1	23	-20	10
Cc1ccccc1NP(=O)(Oc1ccccc1F)Oc1ccccc1F	4	2	-4	-21	2	5	9	2	-1	16	2
CC(Cc1ccccc1)NC=O (stereo not drawn)	-1	25	-18	10	8	-9	19	-29	12	-3	-11
COCCOC(=O)c1c(N)n(Cc2ccco2)c2nc3ccccc3nc12	7	2	22	.	-2	-3	-1	-1	-34	-8	0
Cc1ccc(CNCCc2ccc(F)cc2)s1	1	-3	8	-7	-8	-2	8	8	-1	5	4
C[C@]12CCC3C(CC[C@H]4[C@H](O)[C@H](O)CC[C@]34C)C1CC[C@@H]2O (stereo partly drawn)	-13	14	13	-4	-6	5	8	5	-11	-3	5
CC(C(=O)c1c[nH]c2ccccc12)N1CCSCC1 (stereo not drawn)	0	4	0	8	0	7	17	1	-4	0	13
Cc1cc(-c2cc(C)c(N)c(C)c2)cc(C)c1N	-3	-3	4	-8	14	-19	-11	4	2	-26	-7
O=C(CN1CC(c2ccccc2)CC1=O)Nc1ccccc1 (stereo not drawn)	-8	-9	-9	-12	4	5	-7	0	25	-6	-8
COc1cc(OC)c(OC)cc1/C=C1\C(=O)NC(=O)N(Cc2ccccc2)C1=O	8	14	0	13	18	55*	-4	-6	14	14	-5
O=C(Cn1cnc2ccccc2c1=O)NCCC(=O)N1CCC2(CC1)OCCO2	0	10	6	-35	16	-7	2	0	-2	-8	-8
CN1C(=O)/C(=C/c2ccc(N3CCCCCC3)o2)C(=O)NC1=S	19	-50	4	-54	-83	37	-100	-16	-4	-125	14
COc1cccc2c1cc([N+](=O)[O-])c1c(C(=O)O)cc3c(c12)OCO3	4	2	4	11	-2	2	1	-13	11	-18	-18
COc1ccc2c(c1)CC1(CN2C)C(=O)NC(=O)N(c2ccc(F)cc2)C1=O (stereo not drawn)	4	10	16	1	-13	-1	5	-14	-9	7	-2

Only part of the results is shown; count on the stated rates, not on these rows.
